Assay outcomes from PubChem BioAssay.
PrPC TRFRET: cell surface PrPC inhibition, primary TR-FRET screen | P04156 | TR-FRET read-out | inhibition, % at 13.8 µM | 370,000 tested, 0.43% active; in the data active = inhibition above about 24%; also: 0% = median of the test wells and 100% = reference compound wells
MazEF act: activators of E. coli MazEF toxin-antitoxin RNase. activation, % at 20 µM. FAM/BHQ RNA-DNA oligo cleavage fluorescence, 5 h. 350,000 tested, 0.32% active. P0AE70; in the data active = activation above about 50%
Target sequence (P0AE70 whole entry, looked up): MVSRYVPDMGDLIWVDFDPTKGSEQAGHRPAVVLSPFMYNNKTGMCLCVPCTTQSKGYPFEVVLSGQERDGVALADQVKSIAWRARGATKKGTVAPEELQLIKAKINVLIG
PriA SSB inh: inhibitors of Klebsiella pneumoniae PriA binding to SSB C-terminal tail. inhibition, % at 33 µM. AID 1272365. AlphaScreen SSBct-PriA binding, biotinylated peptide. 430,000 tested, 0.6% active; in the data active = inhibition mostly above about 37%, no sharp cut-off; inactive = mostly below about 20%;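 also: plate controls were negative control peptide for no effect and reference peptide for full effect; strong numbers were not always called active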
BoNT-F LC inh: blocks Botulinum neurotoxin F light chain protease; Multiplex microsphere protease cleavage assay, flow cytometry; inhibition, % at 10 µM; 360,000 tested, 0.22% active; AID 588497; in the data active = inhibition above about 35%, passing the limit was not always enough; inconclusive = no clear call, values can overlap the other calls; also: plate controls were buffer without enzyme for full effect and enzyme alone for no effect
DUSP3 inh: blocks human VHR1 dual specificity phosphatase; P51452; recombinant VHR phosphatase, pNPP absorbance; AID 1654; inhibition, % at 13.3 µM; 290,000 tested, 0.52% active; in the data active = inhibition above about 50%; also: some compounds called inactive have numbers as strong as hits
Target sequence (P51452 whole entry, looked up): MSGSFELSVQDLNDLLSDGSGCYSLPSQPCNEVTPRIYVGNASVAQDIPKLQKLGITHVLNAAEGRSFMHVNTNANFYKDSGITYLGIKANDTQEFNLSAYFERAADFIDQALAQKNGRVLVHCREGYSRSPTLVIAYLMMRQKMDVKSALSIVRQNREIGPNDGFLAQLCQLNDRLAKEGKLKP
Anthrax LF prot: anthrax lethal factor protease inhibition | P15917 | multiplex microsphere protease cleavage assay, LF | inhibition, % at 10 µM | 360,000 tested, 0.12% active | AID 588501; also: plate controls were buffer without enzyme for full effect and enzyme alone for no effect
Target sequence (P15917 whole entry, looked up): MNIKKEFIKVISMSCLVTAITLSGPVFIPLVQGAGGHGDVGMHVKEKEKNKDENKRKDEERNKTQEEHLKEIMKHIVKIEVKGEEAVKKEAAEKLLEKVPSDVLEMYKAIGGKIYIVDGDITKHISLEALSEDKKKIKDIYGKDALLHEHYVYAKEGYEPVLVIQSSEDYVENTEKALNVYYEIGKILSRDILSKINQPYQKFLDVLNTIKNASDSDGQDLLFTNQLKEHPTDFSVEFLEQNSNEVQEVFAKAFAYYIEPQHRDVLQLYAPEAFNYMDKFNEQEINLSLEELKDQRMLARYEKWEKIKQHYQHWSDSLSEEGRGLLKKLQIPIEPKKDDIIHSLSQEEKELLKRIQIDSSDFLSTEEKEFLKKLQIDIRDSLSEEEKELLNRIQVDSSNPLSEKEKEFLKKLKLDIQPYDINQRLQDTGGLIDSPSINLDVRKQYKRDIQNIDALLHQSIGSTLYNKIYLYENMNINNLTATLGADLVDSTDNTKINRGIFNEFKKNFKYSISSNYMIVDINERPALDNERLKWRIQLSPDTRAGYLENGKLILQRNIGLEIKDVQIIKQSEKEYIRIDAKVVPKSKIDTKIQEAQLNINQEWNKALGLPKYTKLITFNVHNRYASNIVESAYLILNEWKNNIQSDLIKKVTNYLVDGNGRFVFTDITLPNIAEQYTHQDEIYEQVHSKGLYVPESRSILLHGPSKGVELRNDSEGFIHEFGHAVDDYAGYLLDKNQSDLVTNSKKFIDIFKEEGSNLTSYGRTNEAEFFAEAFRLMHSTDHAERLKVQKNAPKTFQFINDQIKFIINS
CCHF vOTU inh: blocks the CCHF virus ovarian tumor domain protease. CCHFV vOTU protease, Pep-AMC fluorescence. AID 651958. 370,000 tested, 0.55% active. inhibition, % at 11.5 µM; in the data active = inhibition above about 30%; also: 0% = vehicle wells with enzyme and 100% = no enzyme wells
SARS 3CLpro inh: SARS-CoV 3CLpro protease inhibition | P0C6X7 | recombinant SARS-CoV 3CLpro, quenched FRET peptide cleavage | inhibition, % at 6 µM | 290,000 tested, 0.14% active | AID 1706; in the data active = inhibition above about 12%
Rv3671c inh: inhibits the M. tuberculosis serine protease Rv3671c. 320,000 tested, 0.048% active. inhibition, % at 5.96 µM. P9WHR9; in the data active = inhibition above about 38%;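 also: extracellular domain of Rv3671c used as enzyme; 0% = enzyme with DMSO and 100% = no enzyme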
BoNT-A LC inh2: blocks Botulinum neurotoxin A light chain protease; inhibition, % at 10 µM; multiplex microsphere protease substrate cleavage, flow cytometry; 360,000 tested, 0.17% active; AID 588499; also: plate controls were buffer without enzyme for full effect and enzyme alone for no effect
* hit, by the source's call; i = inactive; u = inconclusive; x = not tested or not shown; & = joins results of further samples. Rule as the data show it, unless noted: active = inhibition above about 30%; inconclusive = no clear call, values can overlap the other calls; inactive = below that. The list is partial (hit frequency here may not be typical).

SMILES	PrPC TRFRET	MazEF act	PriA SSB inh	BoNT-F LC inh	DUSP3 inh	Anthrax LF prot	CCHF vOTU inh	SARS 3CLpro inh	Rv3671c inh	BoNT-A LC inh2
COc1cccc(C(=O)N2CCN(c3ncccn3)CC2)c1	5	3	-19	6	-1	-3	0	-5	4	-0.1
N=c1n(CCCOc2ccc(Br)cc2)c2ccccc2n1CC(N)=O	-4	18	-1	-2	12	-2	-6	0	8	-0.2
COc1cc(Cl)c(NS(=O)(=O)c2c(C(=O)N3CCCC3)c(C)n(C)c2C)c(OC)c1	3	13	17	1	18	0	8	-3	-2	2.4
CN(C(=O)c1cc(C(=O)N(C)c2ccccc2)cc([N+](=O)[O-])c1)c1ccccc1	-11	8	10	u	-16	3	-4	-3	6	-5.7
CN(Cc1ccccc1)Cc1nc2c(c(=O)n(C)c(=O)n2C)n1Cc1ccc(F)cc1	-1	-4	0	0	17	-2	12	2	-2	-0.1
CCCCCCOc1ccc(C(CC(=O)O)C(N)=O)cc1 (centres undefined)	1	3	-11	-4	24	-9	6	4	3	-0.6
Cc1ccc2nc(-c3ccc(-c4ccccn4)s3)cn2c1	3	-10	-5	4	35	-11	-66	0	-4	1.8
CC(O)(C#CCN1CCOCC1)c1ccccc1 (centres undefined)	-1	4	-3	-17	-2	-1	9	1	x	-0.5
C=CCOc1ccc(/C=N/n2nnnc2N)cc1OC	-10	-3	x	-4	x	-3	2	x	3	0.2
CCOC(=O)C1CCN(c2ccc(C(N)=O)cc2[N+](=O)[O-])CC1	-16	7	-4	-1	9	0	8	0	6	-1.0
Cc1cc(Br)ccc1NC(=O)CSCc1c(C)noc1C	0	-1	-11	-10	x	-3	-2	x	-7	-3.7
CC(C)c1cc(N=NC(N)=O)cc(C(C)C)c1O	-23	-15	0&41	0	61	-2	18	0	9	-0.3
COc1ccccc1CCC(=O)Nc1cccc(S(=O)(=O)N2CCOCC2)c1	-4	8	2	-6	8	-4	3	0	-4	-1.6
CC(C)CNC(=O)N1c2ccccc2Sc2ccccc21	11	0	-11	u	21	1	12	0	6	-5.3
COc1cc(OC)cc(C(=O)NCC(=O)OCC(=O)c2cc(OC)ccc2OC)c1	-7	-4	-10	-4	8	2	-23	-2	1	1.2
Cc1csc(NC(=O)c2ccc(S(=O)(=O)N3CCN(C)CC3)cc2)n1	-4	10	2	1	26	-2	7	-7	-12	-0.5
CCCCCC(=O)Nc1cccc(C2=NOC3(C2)C[C@@H](C(N)=O)N(C(=O)c2ccc(Cl)cc2)C3)c1 (some centres undefined)	1	5	-12	-1	0	-10	3	x	-17	-0.9
O=S(=O)(/C=C/c1cccc(Br)c1)N1CCOCC1	8	6	0	-5	2	-2	17	2	4	-1.2
COc1ccc(CCc2cc(OC)c(OC)c(OC)c2)cc1	12	6	-19	-2	x	3	5	x	x	-0.5
CC(C)(C)NC(=O)COC(=O)c1ccccc1C(=O)c1ccccc1	4	-27	-5	-1	33	-3	9	4	-5	0.6
CC(=O)Nc1ccc(S(=O)(=O)N(C)C2CCN(C)CC2)cc1	-1	2	4	20	15	0	7	3	-3	0.6
Cc1ccccc1OC(C)C(=O)Nc1ccc2c(c1)OCO2 (centres undefined)	3	-4	-10	2	18	-2	3	-6	-8	4.0
COc1cccc(N2CCN(C(=O)c3cc4c(s3)-c3ccccc3OC4)CC2)c1	6	-1	-4	-3	29	-1	-7	-3	-12	-0.1
O=[N+]([O-])c1ccc(NC2CCCC2)c2ccncc12	x	62*	-2	-16	26	-6	x	0	4	4.4
CC1(C(=O)NS(=O)(=O)c2cccc(F)c2)CCN1C(=O)CC1CCCC1 (centres undefined)	4	x	x	2	x	-7	6	x	x	-0.2
O=C(C[n+]1cccc(NC(=O)c2ccccc2)c1)c1ccc(NC(=O)c2ccccc2)cc1	-10	38	13	3	32	-4	2	2	-1	-0.3
CCCCCc1ccc(CC(=O)N2CCOCC2)cc1	7	4	-17	6	22	-2	10	3	1	-1.0
COc1ccccc1C(=O)OCC(=O)Nc1cccc(S(=O)(=O)N2CCCC2)c1	1	8	-2	x	x	x	22	x	x	x
O=C(Nc1ccccc1)C1=C[C@@H](c2ccc(Br)cc2)C[C@@H](OCCCCO)O1	11	-6	-3	2	21	-6	1	0	-13	0.3
CC(=O)Nc1cccc(C(=O)OCc2ccc(C(=O)Oc3ccc(Cl)cc3)cc2)c1	-3	-8	-3	6	30	0	-5	-2	0	0.5
Cc1ccc(NC(=O)CSc2nnc(-c3cccnc3)n2-c2ccc(C)cc2)cc1	-3	-3	-4	3	22	1	-7	-1	-4	0.6
CC(C)Cn1c(N)c(C(=O)COC(=O)c2ccncc2)c(=O)n(C)c1=O	8	18	-2	-89	19	0	-1	0	-1	-5.8
COc1ccc(S(=O)(=O)N2CCCCCC2)cc1C(=O)N(C)CC(=O)Nc1c(Cl)cccc1Cl	-7	6	-19	-2	x	1	19	x	5	0.0
Cc1cccc(C)c1NC1=NC(C)(C)N=C(N)N1	4	-3	-13	-8	25	2	4	-1	4	1.9
Nc1ccc(C(=O)N/N=C\C=C\c2ccc([N+](=O)[O-])cc2)cc1	-36	-2	x	-4	9	-6	13	1	-3	0.2
COc1ccc([N+](=O)[O-])cc1NC(=O)CSc1nncn1-c1ccccc1	-6	-3	-19	-10	-30	-7	2	-3	0	-1.3
CCn1c(SCc2ccccc2)nc2c1c(=O)[nH]c(=O)n2C	8	9	-16	u	5	-15	-7	2	-5	-4.3
CC(=O)c1ccc(NC(=O)C2CCCN(S(=O)(=O)c3cccc4nonc34)C2)cc1 (centres undefined)	x	7	-10	-2	15	0	x	4	3	0.2
O=C(Nc1cccn2ncnc12)C(F)(F)F	-3	-5	-3	6	24	-4	-3	3	2	0.4
O=C(N1CCOCC1)N1CCN(S(=O)(=O)c2ccc(F)cc2)CC1	11	-9	7	-6	43	0	-2	-3	5	3.0
C/C(=N\Nc1nncc2ccccc12)c1ccc(OCC(=O)N(C)C)cc1	-2	7	x	5	15	-26	5	-4	-3	-0.9
CCOC(=O)c1[nH]c2cc(OC)c(OC)cc2c1NC(=O)CCN1CCSCC1	3	9	0	u	9	-14	-36	8	0	u
CCn1cc(CN2CCCC(C(=O)c3ccc(-c4ccccc4)c(F)c3)C2)cn1 (centres undefined)	8	0	-2	-2	-23	-3	-2	0	4	-0.4
Cc1ccc(NC(=O)c2ccc(NCc3ccc(F)cc3)nc2)cc1	17	-5	0	0	18	-6	2	0	8	0.2
COc1cccc(-c2cnc3c(NC(C)=O)cc(-c4cccc(C(=O)NCCO)c4)cn23)c1	6	x	x	2	x	-2	-2	x	x	-0.4

Whole records, looked up by structure. Screens in order: PrPC TRFRET | MazEF act | PriA SSB inh | BoNT-F LC inh | DUSP3 inh | Anthrax LF prot | CCHF vOTU inh | SARS 3CLpro inh | Rv3671c inh | BoNT-A LC inh2
COc1ccc(S(=O)(=O)N2CCCCCC2)cc1C(=O)N(C)CC(=O)Nc1c(Cl)cccc1Cl reads -7 | 6 | -19 | -2 | x | 1 | 19 | x | 5 | 0.0
CCn1cc(CN2CCCC(C(=O)c3ccc(-c4ccccc4)c(F)c3)C2)cn1 (centres undefined) reads 8 | 0 | -2 | -2 | -23 | -3 | -2 | 0 | 4 | -0.4
O=C(Nc1cccn2ncnc12)C(F)(F)F reads -3 | -5 | -3 | 6 | 24 | -4 | -3 | 3 | 2 | 0.4

More records follow.
SMILES	PrPC TRFRET	MazEF act	PriA SSB inh	BoNT-F LC inh	DUSP3 inh	Anthrax LF prot	CCHF vOTU inh	SARS 3CLpro inh	Rv3671c inh	BoNT-A LC inh2
O=C(c1ccccc1)c1c[nH]c2cc3c(cc2c1=O)OCCO3	-1	3	-4	-7	30	-6	11	3	1	1.3
Cc1onc(-c2c(Cl)cccc2Cl)c1C(=O)N1CCc2ccccc2C1	7	3	-3	1	11	-4	-2	1	-3	-0.9
COC(=O)c1ccc(COc2ccccc2/C=N/NS(=O)(=O)c2ccccc2)cc1	2	-7	x	-18	15	-5	-3	1	-18	-1.4
CCCCn1c(N)c(N(Cc2ccccc2OC)C(=O)CSCC(=O)Nc2ccc(C)cc2)c(=O)[nH]c1=O	-1	4	-8	9	x	2	7	x	x	-0.3
CCOC(=O)/C=C1/SCC(=O)N1CC(=O)c1ccc[nH]1	4	-7	-8	15	x	2	-15	x	x	0.4
Cc1cc(C)n(CC(=O)NCc2cc(-c3nn(C)c(=O)c4ccccc34)ccc2C)n1	-2	6	-9	-10	0	-6	-7	-1	9	0.1
O=C(N/N=C/c1cc(Br)c(Br)o1)c1cc2ccccc2o1	8	-2	x	7	7	3	8	-3	-16	2.0
CC(C)Cc1nc(N2CCN(C(=O)c3ccco3)CC2)c(C#N)c2c1CCCC2	1	-2	7	0	7	-3	-6	-2	-9	-2.0
Cc1csc(CN(C)C(=O)c2cn(Cc3cccc4ccccc34)nn2)n1	5	0	-13	8	32	1	-5	4	-1	0.7
OCCN(Cc1ccccc1)C(=S)NC1CCCCC1	-5	-20	-16	7	34	9	-2	0	0	-0.6
Cc1c(-n2cc(C(=O)c3ccccc3O)cc(C#N)c2=O)c(=O)n(-c2ccccc2)n1C	-12	-73	15	-2	6	-4	4	1	-4	-1.3
CN1C(=O)CSc2ccc(NC(=O)NCc3ccco3)cc21	1	2	0	-12	40	-4	-7	-4	6	-0.5
O=C(O)CN1C(=O)NC2(CCCc3ccccc32)C1=O (centres undefined)	-5	-4	-11	4	12	-10	11	-6	-11	1.3
Cc1cc(Cl)ccc1C(O)c1ncc(-c2ccc(Cl)cc2)[nH]1 (centres undefined)	13	x	x	-8	x	-6	-1	x	x	0.3
COc1ccc2[nH]c(=O)c(CN(C(=O)c3ccco3)C(C)C)cc2c1	-3	-5	1	-5	-12	2	-12	0	10	-1.4
O=C1[C@H]2[C@@H](c3ccc(C(F)(F)F)cc3)N[C@]3(CCCN(Cc4ccc(C(F)(F)F)cc4)C3=O)[C@H]2C(=O)N1Cc1ccccc1	6	-10	x	0	x	-7	24	x	x	-0.2
COC(=O)c1ccc(COc2ccc(/C=C(\C#N)c3nc4ccccc4[nH]3)cc2OC)o1	-9	-72	0	3	38	2	0	1	-5	0.7
Cc1ccc(CNC(=O)CC2C(=O)Nc3c2c(=O)n(C)c(=O)n3Cc2ccccc2)cc1 (centres undefined)	-2	-9	-6	-9	18	-4	15	3	-1	-0.4
COc1ccccc1C1NC(=O)NC(C)=C1C(=O)Nc1cccc(C)c1C (centres undefined)	-7	1	-11	-8	29	-1	5	1	5	-1.0
CCCc1cc(=O)n2[nH]cc(-c3ccc(Cl)cc3)c2n1	3	-6	-7	2	-8	7	-1	-2	x	-1.8
CCCNC(=O)c1onc(CSc2ccccn2)c1C(=O)NCCC	4	-4	5	-8	19	-4	9	x	-1	-0.4
O=S(=O)(c1ccc(Br)cc1F)N1CC[C@H](O)C1	-5	10	-7	-1	x	1	-11	x	x	-0.2
O=c1nc(N2CCCCC2)nc2n1CCO2	-3	0	2	5	5	-1	5	1	4	0.7
COc1c(/C=N/Nc2ccc([N+](=O)[O-])cc2[N+](=O)[O-])c(C)nn1-c1ccccc1	-1	8	i	-7	21	-4	-1	-3	-11	0.4
Cc1csc(=Nc2cccnc2)n1Cc1ccco1	-3	-26	2	-6	14	-5	-11	-4	-7	-0.7
N#Cc1ccc(/C=C/C(=O)O)cc1	3	4	-8	2	13	1	1	2	5	-0.3
O=C(COC(=O)COc1ccccc1)NCCC1=CCCCC1	4	2	-23	0	x	-4	-7	x	0	-0.2
CCN1CCN(C(=O)c2ccc(OC)c(S(=O)(=O)Nc3ccc(C)cc3)c2)CC1	-2	3	-5	0	13	-4	-4	-4	-7	-3.4
O=C(c1ccco1)N1CCN(C(c2cccs2)c2nnnn2C2CCCCC2)CC1 (centres undefined)	-3	1	-19	4	-21	4	-4	4	-12	0.3
CCn1c(Cc2ccccc2)nnc1SCc1cccc(C(=O)O)c1	7	1	-8	-3	-5	-2	1	7	10	-0.2
CN1CCN(CC(=O)Nc2ccccc2Oc2ccccc2)CC1	-12	8	-4	-6	25	-3	6	4	-2	-0.4
